CXXC DNA block = blocks binding of human MLL CXXC domain to DNA; Potency, µM (top dose mostly 115 µM), without a hit: top-dose activity change, negative = inhibition, usual class: inhibitors; AID 2662; MLL-CXXC / FITC-HOXA9 DNA fluorescence polarization; 290,000 compounds, 0.037% hits; active means well fitted inhibition curve with a large enough effect in the polarisation, with a control signal flat, not every such curve was filed as active; inconclusive means small, poorly fitted or top-dose-only effect, or effect the other way, or a change in a side signal; inactive means no such curve, though single readings can be large or run the other way; the % refers to the polarisation
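Purified MLL-CXXC (added from a 7 uM solution) was preincubated 5 min at ambient with pinned compounds in 50 mM Tris-HCl pH 7.5, 50 mM NaCl, 1 mM DTT, 0.05% BSA. Fluorescein-labeled HOX-A9 DNA (50 nM solution) followed, 30 min, then polarization read.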
Rab9 prom act = Rab9 promoter activation; Huh7 Rab9 promoter-luciferase reporter, luminescence, 24 h; Potency, µM (doses to about 9.22 µM), without a hit: at the highest dose activation, negative = inhibition, actives largely listed as activators; 320,000 compounds, 2.8% hits; AID 485297; further: % of control where 0% means no effect; nearly all actives have a fitted effect of over 60% in size
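Luminescence from Amplite-detected luciferase (10 minutes, ambient) reports Rab9 promoter activation. Before that, stable Rab9-luciferase Huh7 cells (1500/well, reduced-serum OP-MEM I plus 10% FBS) were exposed to compound for 24 hours at 37C.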
uPA generation = blocks generation of uPA at the cell surface | cell surface uPA generation assay, qHTS | Potency, µM (series often up to 38.3 µM), without a hit: at the highest dose activity change, negative = inhibition, most hits filed as inhibitors | 330,000 compounds, 0.31% hits | AID 540303; active means well fitted inhibition curve with a large enough effect; inconclusive means small, poorly fitted or top-dose-only effect; inactive means no such curve, though single readings can be large or run the other way; tested in mouse RAW 264.7 cells; further: on the % scale 0 is the no-effect control and ±100 the full control effect; nearly all actives have a fitted effect of over 55% in size
RORg inh = inhibitors of mouse ROR gamma transcriptional activity. AID 2551. Drosophila S2 Gal4-RORgamma UAS-luciferase reporter, 20 h. 310,000 compounds, 5.4% hits. Potency, µM (titrated, usually from 53.6 µM), for inactives: at the top dose activity change, negative = inhibition, actives largely listed as inhibitors. P51450; further: on the % scale 0 is the no-effect control and ±100 the full control effect; nearly all actives have a fitted effect of over 60% in size
Target sequence (P51450 whole entry, looked up, the tested form may be a part): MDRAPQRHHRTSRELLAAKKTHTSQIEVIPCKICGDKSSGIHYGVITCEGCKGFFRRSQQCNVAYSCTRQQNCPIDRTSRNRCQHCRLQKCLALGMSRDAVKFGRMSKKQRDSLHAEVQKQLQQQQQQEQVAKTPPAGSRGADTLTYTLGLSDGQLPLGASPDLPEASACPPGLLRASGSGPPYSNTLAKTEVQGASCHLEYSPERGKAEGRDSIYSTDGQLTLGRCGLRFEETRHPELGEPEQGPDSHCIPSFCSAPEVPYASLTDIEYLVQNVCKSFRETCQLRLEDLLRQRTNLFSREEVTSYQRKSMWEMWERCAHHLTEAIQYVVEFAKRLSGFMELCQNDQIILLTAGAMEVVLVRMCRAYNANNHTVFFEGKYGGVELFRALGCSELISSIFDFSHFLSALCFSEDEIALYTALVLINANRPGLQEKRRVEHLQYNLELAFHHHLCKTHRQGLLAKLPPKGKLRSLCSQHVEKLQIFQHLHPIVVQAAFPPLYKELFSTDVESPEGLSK
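Drosophila Schneider cells stably carrying a metallothionein-driven Gal4 DBD–ROR gamma fusion and a UAS-Photinus luciferase reporter were exposed to compound for 1 hr, then induced with copper sulfate (700 uM final) for 20 hr at ambient temperature before luminescence reading.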
BRCA1 expr act = activators of BRCA1 expression; MCF7-BRCA1-FFLuc reporter, luminescence, 48 h; response scale: scaled: vehicle 0%, 10 µM genistein 100%; 380,000 compounds, 1.1% hits; AID 624202; Potency, µM (highest dose often 46.1 µM), without a hit: at the top dose activation, hits mostly activators; further: nearly all actives have a fitted effect of over 80% in size; some results filed as inactive show a strong effect at the top dose
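MCF7 cells carrying a BRCA1-firefly luciferase reporter (2000 cells/well, phenol-red free MEM) were attached for 2 h at 37 °C, then given compounds for 48 h. Luminescence was read 15 min after luciferase reagent; activity normalized to genistein (10 microM) and DMSO.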
ELG1 genotox = induces genotoxicity in HEK293T cells with luciferase-tagged ELG1; HEK293T ELG1-luciferase reporter, luminescence, 16 h; Potency, µM (titrated, usually from 46 µM), for inactives: top-dose activity change, positive = activation, most hits filed as activators; AID 504466; 330,000 compounds, 1.3% hits; further: % of control where 0% means no effect; nearly all actives have a fitted effect of over 60% in size
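Step 1: seed 2,000 HEK293T ELG1-luciferase cells per well. Step 2: add compound or DMSO, incubate 16 hr at 37 °C. Step 3: ONE-Glo, 30 min at room temperature, read luminescence.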
Gal4-VP16 FLuc = counter-screen for ROR gamma inhibitors: Gal4-VP16 reporter; AID 2546; Potency, µM (titrated, usually from 53.6 µM), for inactives: top-dose activity, negative = inhibition, actives largely listed as inhibitors; 310,000 compounds, 3.5% hits; Drosophila S2 Gal4-VP16 UAS-luciferase, luminescence, 20 h;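 further: Gal4-VP16 expression switched on by copper sulfate through the metallothionein promoter; on the % scale 0 is the no-effect control and ±100 the full control effect; nearly all actives have a fitted effect of over 50% in size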
FLuc counter = firefly luciferase modulation, counter-screen for miR-21 project; purified FLuc, Km substrates, luminescence inhibition; P08659; 360,000 compounds, 6.9% hits; Potency, µM (titrated, usually from 57.5 µM), without a hit: at the highest dose activity change, negative = inhibition, actives largely listed as inhibitors;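 further: plate controls were vehicle for no effect and reference inhibitor for full effect; nearly all actives have a fitted effect of over 55% in size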
Target sequence (P08659 whole entry, looked up): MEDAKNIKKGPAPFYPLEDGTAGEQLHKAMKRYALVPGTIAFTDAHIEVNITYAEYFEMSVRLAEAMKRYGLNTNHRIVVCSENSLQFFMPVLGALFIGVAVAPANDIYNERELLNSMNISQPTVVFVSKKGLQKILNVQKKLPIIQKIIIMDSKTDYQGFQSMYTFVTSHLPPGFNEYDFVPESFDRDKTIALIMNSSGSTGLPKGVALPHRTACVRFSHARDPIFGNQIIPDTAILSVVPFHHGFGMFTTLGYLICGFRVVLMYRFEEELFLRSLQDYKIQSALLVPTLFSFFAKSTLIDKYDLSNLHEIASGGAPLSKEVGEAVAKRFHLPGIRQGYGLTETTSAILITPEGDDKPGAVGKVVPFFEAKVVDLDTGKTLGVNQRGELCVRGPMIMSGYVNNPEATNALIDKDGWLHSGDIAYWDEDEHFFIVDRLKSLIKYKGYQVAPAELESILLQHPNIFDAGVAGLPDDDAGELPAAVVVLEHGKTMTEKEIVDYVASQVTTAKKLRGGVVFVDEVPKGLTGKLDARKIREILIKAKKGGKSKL
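Purified P. pyralis luciferase (10nM final) with 10uM D-luciferin and 10uM ATP (Km levels) in 50mM Tris acetate pH 7.5, 10mM Mg acetate, 0.01% Tween-20, 0.05% BSA; qHTS 6-point titration, ~60 µM downward; luminescence read.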
p53 reactivation = mutant p53 re-activation in reporter cells; H1299 p53-A138V BP100-luciferase reporter, luminescence, 24 h; Potency, µM (series often up to 92.2 µM), inactives show at the top dose activity change, positive = activation, actives largely listed as activators; 320,000 compounds, 0.063% hits; AID 504706; further: % of control where 0% means no effect; nearly all actives have a fitted effect of over 45% in size
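p53-null H1299 cells stably carrying temperature-sensitive p53-A138V and a BP100-luciferase reporter were pinned with compounds (4-point, 1:5 series) and held 24 hrs at 37 deg C. Luminescence was read 10 min after detection reagent.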
MBNL1-CUG inh = blocks human MBNL1 binding to CUG repeat RNA. TR-FRET MBNL1-His/biotin-(CUG)12 binding, 665/545 ratio. Potency, µM (highest dose often 57.5 µM), without a hit: top-dose activity change, negative = inhibition, hits mostly inhibitors. 280,000 compounds, 0.036% hits. Q9NR56; active means well fitted inhibition curve with a large enough effect in the signal ratio, with a control signal flat, not every such curve was filed as active; inconclusive means small, poorly fitted or top-dose-only effect, or effect the other way, or a change in a side signal; inactive means no such curve, though single readings can be large or run the other way; the % refers to the signal ratio; further: on the % scale 0 is the no-effect control and ±100 the full control effect
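Inhibition of protein-RNA binding appears as loss of TR-FRET between terbium anti-His antibody on MBNL1-His and streptavidin-XL665 on biotin-(CUG)12. Activity is normalized to buffer-only and uninhibited-complex controls.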
NPC1 prom act = NPC1 promoter activation | Huh7 NPC1 promoter luciferase reporter, 24 h | Potency, µM (doses to about 9.22 µM), for inactives: at the top dose activation, usual class: activators | 320,000 compounds, 2.4% hits | AID 485313;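 further: % of control where 0% means no effect; nearly all actives have a fitted effect of over 60% in size; reporter is driven by a mutant NPC1 promoter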
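In 1536-well qHTS, Huh7 cells harboring an NPC1 promoter–luciferase construct received compound for 24 h; activation was quantified by luminescence following luciferase reagent addition.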
Active calls of the source: *; ? = inconclusive; . = not tested or not shown; & = joins results of further samples; [ ] = remark or other dose. Unless noted, the call rests on the fitted dose curve; in most records, active means well fitted curve in the direction sought with a large enough effect; inconclusive means small, poorly fitted or top-dose-only effect, or another doubt; inactive means no such curve, though single readings can be large; an effect the other way counts as inactive or inconclusive. Potency means the concentration at half of the fitted maximal effect.

SMILES	CXXC DNA block	Rab9 prom act	uPA generation	RORg inh	BRCA1 expr act	ELG1 genotox	Gal4-VP16 FLuc	FLuc counter	p53 reactivation	MBNL1-CUG inh	NPC1 prom act
O=C(O)/C=C/C(=O)N(CC1CCCO1)C1CC(=O)N(c2c(Cl)cccc2Cl)C1=O (stereo not drawn)	-15%	-2%	-4%	1%	-23%	0%	2%	0%	-1%	6%	-3%
COCCNC(=O)CN(C(=O)Cn1nnc2ccccc21)c1cc(C)cc(C)c1	-2%	-8%	1%	-9%	-1%	2%	5%	0%	1%	-25%	-1%
CC(C)(C)NC(=O)C(c1ccc(O)cc1)N(Cc1ccccc1)C(=O)CCC(=O)Nc1nccs1 (stereo not drawn)	18%	-2%	1%	38%	-17%	-8%	6%	1%	-5%	-1%	3%
S=c1nc(-c2ccc(Cl)cc2)[nH][nH]1	-1%	-6%	0%	8.9µM*	14%	1%	-23%	0%	1%	-11%	2%
C/C(Cl)=C/Cn1c(=O)c2c(nc(Br)n2Cc2ccccc2)n(C)c1=O	3%	-2%	-3%	35%	-23%	-3%	20%	-2%	-3%	-7%	-9%
O=C(Oc1ccc(C(=S)N2CCOCC2)cc1)c1cccc(Cl)c1	15%	0%	-1%	-21%	-10%	-3%	-20%	?	-6%	3%	1%
COc1ccc(F)cc1S(=O)(=O)Nc1cc2c3c(c1)CCN3C(=O)CC2	.	0%	-4%	.	-28%	?	.	13%	2%	.	0%
Cc1cc(OCC(=O)N(Cc2cccs2)C2CCS(=O)(=O)C2)ccc1Cl (stereo not drawn)	.	2%	-12%	30%	-13%	-4%	-7%	1%	3%	19%	-4%
O=C(Nc1nc2ccccc2s1)C1CCN(S(=O)(=O)c2cc([N+](=O)[O-])ccc2Cl)CC1	9%	-26%	?	?	-59%	-5%	?	-6%	?	?	-18%
O=C(c1ccco1)N1CCN(S(=O)(=O)c2ccc(Br)s2)CC1	14%	-2%	-4%	-41%	-1%	-13%	3%	-1%	-7%	10%	-3%
CC(C)(C)c1ccc(C(CC(=O)O)NS(=O)(=O)Cc2ccccc2)cc1 (stereo not drawn)	-7%	0%	5%	14%	-1%	-5%	4%	1%	8%	-17%	0%
CCn1c(C(=O)O)c(S(=O)(=O)c2ccc(Cl)cc2)c2ccccc21	3%	7%	2%	-5%	-6%	-1%	-6%	0%	7%	-3%	2%
Cc1cc2cc(NC(=O)c3ccco3)ccc2[nH]1	5%	?	-9%	-39%	?	14%	1%	15µM*	16%	3%	?
O=S(=O)(c1ccc2c(c1)OCCO2)N1CCN(c2cccc(Cl)c2)CC1	9%	-4%	2%	-24%	-34%	-1%	-11%	3%	-4%	-2%	-9%
CNc1ncnc2c1ncn2[C@@H]1O[C@H](CO)[C@@H](O)[C@H]1O	.	-1%[46.1 µM]	-11%	.	3%	16µM*	.	-2%	4%	.	-2%[46.1 µM]
COc1ccccc1-n1c(C)cc(/C=C2/C(=N)N3C(=NC2=O)SN=C3S(C)(=O)=O)c1C	-1%	?	-12%	-38%	100%	?	?	0.67µM*	17%	14%	?
CSc1ncccc1C(=O)NNc1cc(Cl)ccc1Cl	41%[activator]	1%	-1%	17%	-17%	-4%	20%	0%	17%	6%	-1%
CC1CCN(CCCCOc2ccc(Br)cc2)CC1	23%	2%	-3%	-11%	-13%	-6%	-2%	6%	-21%	.	-3%
CCCCNc1cc(C)nc(NCc2ccccc2)n1	8%	-24%	-14%	?	-51%	-6%	7.1µM*	-2%	4%	-5%	-20%
CC1(C)C[C@H]2C3=CCC4[C@@]5(C)CC[C@H](O)[C@](C)(CO)C5CC[C@@]4(C)[C@]3(C)C[C@H]3O[C@@H]1[C@H](O)[C@]32CO (stereo partly drawn)	.	0%	-8%	.	1%	3%	.	-1%	14%	.	-4%
CC(C)OC(=O)CSc1nnc(C2CCCCC2)n1N	-4%	-2%	7%	-12%	6%	0%	15%	4%	1%	-5%	-2%
CCCOc1ccccc1-n1sc2c(c1=S)-c1cc(OC)cc3c1N(C(=O)C3=O)C2(C)C	-2%	-2%	-3%	?	-61%	6%	?	0%	-16%	1%	8%
COc1ccccc1OCCNC(=O)CC(NC(C)=O)c1ccccc1 (stereo not drawn)	-3%	1%	-2%	-19%	-3%	1%	-3%	6%	12%	-4%	-2%
COC(=O)c1ccccc1NC(=O)c1cnn2c(C)cc(C)nc12	3%	-5%	-17%	0%	-25%	-4%	-6%	-2%	0%	-1%	-6%
Cc1cccc(NC(=S)N(CCN(C)C)C(C)c2ccco2)c1 (stereo not drawn)	17%	3%	-4%	?	-27%	-4%	-12%	-1%	-3%	.	-1%
CC1(C)CC(=O)c2cnc(NCC3CCCO3)nc2C1 (stereo not drawn)	1%	18%	4%	11%	32%	18%	-8%	-9%	-1%	-6%	13%
COc1ccc(/C=C(\C#N)C(=O)NCCCn2ccnc2)cc1	9%	-7%	-1%	-11%	-17%	-1%	5%	-2%	-8%	.	1%
COc1cc(NC(C)C(=O)N2CC(C)OC(C)C2)cc(OC)c1 (stereo not drawn)	-3%	-12%	18%	-4%	-1%	0%	0%	1%	2%	2%	2%
Cc1ccc(C)c(-n2c(Cc3cc(=O)[nH]c(=O)[nH]3)nnc2SCC(=O)NCC2CCCO2)c1 (stereo not drawn)	-4%	-2%	3%	-5%	2%	5%	-10%	1%	-2%	5%	1%
O=C(Nc1cccc(-n2cnnn2)c1)c1ccoc1COc1ccc(Cl)cc1	4%	-3%	6%	4%	-19%	-2%	-10%	-3%	-3%	-1%	2%
O=C(Nc1c(Cl)cc(Cl)cc1C(=O)NCc1cccnc1)c1ccc(Cl)cc1Cl	14%	4%	-1%	-4%	-10%	10%	0%	6%	-17%	-2%	-2%
CN(Cc1ccccc1)C(=O)c1ccc(NC(=O)C2=CSCCO2)cc1	15%	20%	17%	?	71%	13%	-3%	?	15%	-3%	28%
Cc1nnc(NC(=O)CSc2nccn2Cc2ccc(F)cc2)s1	6%	1%	3%	-25%	10%&-18%	5%	-1%	-2%&-2%	-23%	-18%	5%
O=c1[nH]c(N/N=C/c2ccc(O)cc2)nc2ccccc12	16%	2.2µM*	-9%	?	17%	21µM*	-12%	11µM*	?	11%	?
COc1ccc(NS(=O)(=O)c2cccc(C(=O)NNC(=O)c3ccc(=O)[nH]c3)c2)cc1	.	2%	11%	.	10%	3%	.	-2%	6%	.	-8%
O=C(CCc1ccc(S(=O)(=O)NC2CCCCC2)cc1)NCc1ccccc1	2%	0%	9%	4%	-14%	0%	-3%	7%	-3%	3%	1%
S=C(NCc1cccnc1)Nc1cccc(Cl)c1	-1%	-4%	5%	-28%	-2%	-2%	6%	2%	0%	-12%	-1%
Cc1cccc(C)c1-n1c(C)cc(/C=C2\C(=O)NN(c3ccccc3)C2=O)c1C	-14%	-5%	.	-18%	41%	6%	-28%	3.4µM*	2%	?	15%
CC1CCCCC1NC(=O)CN1C(=O)NC(C)(c2ccc(OC(F)F)cc2)C1=O (stereo not drawn)	-2%	-7%	1%	6%	-21%	5%	-2%	2%	-14%	3%	-5%
O=C(CSc1nnc(-c2ccc(F)cc2)o1)NC1CCCC1	-6%	3%	0%	18%	4%	0%	24%	5%	12%	-5%	-8%
O=C(Cc1sc(Nc2ccccc2)nc1-c1ccccc1)NCc1ccccc1	1%	11%	-1%	?	-42%	-13%	?	?	40µM*	?	-3%
C/C=C/c1ccc(OCC(=O)O)c(OC)c1	-12%	1%	2%	1%	-1%	0%	1%	3%	3%	-13%	-6%
Cc1nc2scc(C)n2c(=O)c1S(=O)(=O)N1CCN(c2cccc(C(F)(F)F)c2)CC1	6%	3%	-2%	24%	-9%	-3%	-6%	2%&-3%	-7%	4%	-2%
Cc1ccccc1NC(=O)C(C#N)Cc1cccnc1 (stereo not drawn)	1%	-4%	2%	2%	-15%	0%	1%	1%	-12%	10%	-1%
CCn1cc(CN2CCN(CCC(C)C)C(CCO)C2)c2ccccc21 (stereo not drawn)	-10%	-2%	-2%	-9%	-15%	-1%	-4%	-2%	20%	-2%	-1%
COc1ccc(Cc2nnc(CCc3ccccc3)s2)cc1	3%	-3%	12%	18%	2%	2%	2%	-13%	5%	-1%	3%

High-throughput results (PubChem)

These rows are one share of the data (hit frequency here may not be typical).
